Screening results: PubChem, The Scripps Research Institute Molecular Screening Center
PAFAH1B3 FP inh = PAFAH1B3 (human) inhibition | 340,000 tested, 0.28% active | recombinant PAFAH1B3, FP-rhodamine probe, fluorescence polarization | Q15102 | inhibition, % at 3.39 µM;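 active = inhibition above the screen-wide average of all tested compounds plus 3 SD, cut at about 25% in these data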;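 also: 0% = enzyme with DMSO only and 100% = wells lacking PAFAH1B3 protein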
LYPLA1 inh = LYPLA1 (human) inhibition in PME1 counter-screen | inhibition, % at 5.9 µM | recombinant LYPLA1, FP-Rh probe fluorescence polarization | 320,000 tested, 0.16% active | O75608;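 active = inhibition above the mean of all tested compounds plus 3 SD, set per campaign, cut at about 14% in these data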;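 also: inhibitors block serine hydrolase probe labeling of LYPLA1 so polarization falls; 0% = enzyme with DMSO and 100% = wells lacking LYPLA1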
GSTO1 counter = GSTO1 inhibition, counter-screen for RBBP9 inhibitors. P78417. recombinant GSTO1, activity-based probe fluorescence polarization. inhibition, % at 5.96 µM. 300,000 tested, 1.1% active. AID 1974;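 active = inhibition above the campaign mean inhibition plus 3 SD, cut at about 35% in these data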;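 also: 0% = GSTO1-1 with DMSO and 100% = wells lacking GSTO1-1 enzyme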
Target sequence (P78417 whole entry, looked up): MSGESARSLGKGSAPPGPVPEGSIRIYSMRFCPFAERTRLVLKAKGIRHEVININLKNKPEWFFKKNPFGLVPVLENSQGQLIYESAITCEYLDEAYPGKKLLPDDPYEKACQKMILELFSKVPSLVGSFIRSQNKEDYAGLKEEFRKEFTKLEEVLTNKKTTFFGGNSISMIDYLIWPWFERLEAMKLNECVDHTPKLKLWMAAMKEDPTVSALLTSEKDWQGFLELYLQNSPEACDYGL
PAFAH2 FP inh = PAFAH2 (human) inhibition; Q99487; recombinant PAFAH2, FP-rhodamine activity probe, fluorescence polarization; inhibition, % at 3.39 µM; 340,000 tested, 0.99% active;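 active = inhibition above the mean over all tested compounds plus 3 SD, cut at about 30% in these data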;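 also: inhibitors block probe labeling of enzyme so polarization drops; 0% = enzyme with DMSO and 100% = wells lacking PAFAH2 protein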
LYPLA2 inh = counter-screen for PME1 inhibitors: inhibitors of human LYPLA2 | recombinant LYPLA2, FP-Rh probe fluorescence polarization | inhibition, % at 5.9 µM | 320,000 tested, 0.38% active;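 active = inhibition above the screen-wide mean plus 3 SD, limit set per campaign, cut at about 26% in these data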;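 also: 0% = LYPLA2 with DMSO and 100% = wells lacking LYPLA2 enzyme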
PAFAH1B2 inh = blocks human PAF acetylhydrolase 1b catalytic subunit 2; inhibition, % at 3.39 µM; recombinant PAFAH1B2, FP-rhodamine activity probe, fluorescence polarization; 340,000 tested, 1.2% active; P68402;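 active = inhibition above the mean of all tested compounds plus 3 SD, cut at about 24% in these data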;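 also: 0% = enzyme with DMSO and 100% = wells lacking PAFAH1B2; many of its hits are not listed in these tables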
PME-1 primary = blocks human protein phosphatase methylesterase 1 | inhibition, % at 5.9 µM | 320,000 tested, 0.53% active | AID 2130 | recombinant PME-1, FP-Rh probe fluorescence polarization | Q9Y570;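 active = inhibition above the campaign mean of all compounds plus 3 SD, cut at about 26% in these data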;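 also: competitive labeling of PME-1 active site by serine hydrolase directed probe; 0% = PME-1 with DMSO and 100% = wells lacking PME-1 enzyme; inhibitors block probe labeling so polarization falls and inhibition rises; many of its hits are not listed in these tables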
PAD4 FP inh = inhibitors of human PAD4. inhibition, % at 6.36 µM. Q9UM07. recombinant PAD4, RCA probe fluorescence polarization. AID 485272. 330,000 tested, 0.41% active;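 active = percent inhibition above a cutoff equal to the mean of all tested compounds plus 3 SD, cut at about 15% in these data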;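 also: 0% = PAD4 with RCA probe and DMSO and 100% = probe without PAD4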
Target sequence (Q9UM07 whole entry, looked up): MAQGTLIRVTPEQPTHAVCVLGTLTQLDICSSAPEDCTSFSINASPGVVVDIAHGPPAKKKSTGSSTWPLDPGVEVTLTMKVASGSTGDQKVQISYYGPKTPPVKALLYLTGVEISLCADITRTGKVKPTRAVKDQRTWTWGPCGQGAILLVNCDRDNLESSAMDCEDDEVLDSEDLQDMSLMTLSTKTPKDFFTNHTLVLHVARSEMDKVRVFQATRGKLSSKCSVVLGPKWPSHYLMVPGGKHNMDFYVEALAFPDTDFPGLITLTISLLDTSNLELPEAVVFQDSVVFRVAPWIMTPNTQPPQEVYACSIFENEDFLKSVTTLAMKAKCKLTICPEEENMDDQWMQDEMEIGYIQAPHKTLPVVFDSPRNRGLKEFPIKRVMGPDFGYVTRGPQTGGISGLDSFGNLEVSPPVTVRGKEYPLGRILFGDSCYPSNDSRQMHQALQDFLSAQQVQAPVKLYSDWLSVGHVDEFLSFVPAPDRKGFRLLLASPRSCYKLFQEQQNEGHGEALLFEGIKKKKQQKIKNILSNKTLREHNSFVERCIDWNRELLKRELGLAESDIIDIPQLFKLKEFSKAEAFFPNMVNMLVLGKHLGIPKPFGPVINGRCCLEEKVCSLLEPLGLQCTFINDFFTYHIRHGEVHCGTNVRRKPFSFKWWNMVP
pPAFAH inh = inhibitors of human plasma PAF acetylhydrolase (pPAFAH) | inhibition, % at 3.39 µM | 330,000 tested, 1.5% active | recombinant pPAFAH, FP-rhodamine probe fluorescence polarization | Q13093;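 active = inhibition above the mean inhibition across the screen plus 3 SD, cut at about 25% in these data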;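 also: inhibitors block binding of the rhodamine activity-based probe so polarization drops; 0% = enzyme with DMSO and 100% = wells lacking pPAFAH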
An asterisk follows results filed as active; x = not tested or not shown.

SMILES | PAFAH1B3 FP inh | LYPLA1 inh | GSTO1 counter | PAFAH2 FP inh | LYPLA2 inh | PAFAH1B2 inh | PME-1 primary | PAD4 FP inh | pPAFAH inh
CC(=O)c1cccc(NC(=O)N2CCCC2C(=O)Nc2ccc3c(c2)OCO3)c1 (stereo not given) | 6 | 1 | 1 | 2 | -5 | -2 | 4 | -3 | -1
CCC(=O)Nc1sc(C(=O)OC)c(C)c1C(=O)OC | 2 | 0 | 2 | 2 | 3 | -3 | 1 | -5 | 1
COc1cccc(C2CC(c3ccc(C)cc3)n3ncnc3N2)c1 (stereo not given) | 10 | 1 | -4 | -5 | -2 | 4 | 4 | -4 | -1
CC(Oc1ccc2c(-c3ccccc3)cc(=O)oc2c1)C(=O)NC(Cc1c[nH]c2ccc(O)cc12)C(=O)O (stereo not given) | 7 | -1 | 7 | -2 | 0 | 71* | 2 | 4 | 15
CCCC1C(c2ccc(OC)cc2)C(C#N)(C#N)C2(C#N)CC1(N)NC2=O (stereo not given) | 5 | 3 | -14 | 4 | 7 | 0 | 1 | 3 | 5
O=C(Cc1ccccc1)NNC1CC(=O)N(c2ccc(Cl)cc2)C1=O (stereo not given) | 8 | -2 | 6 | 6 | 2 | 5 | -7 | 1 | 0
O=C(c1ccc(S(=O)(=O)Cc2ccccc2Cl)c([N+](=O)[O-])c1)N1CCN(c2ccccn2)CC1 | 9 | -1 | -1 | 8 | 9 | 4 | 5 | 2 | 0
Cc1ccc(S(=O)(=O)Nc2ccc3c(c2)C(=O)N([C@H](C)CO)C[C@H](C)[C@@H](CN(C)Cc2ccc(-c4ccccc4)cc2)O3)cc1 | 2 | x | x | -12 | x | 3 | x | 2 | 10
COCCN(C(=S)Nc1ccc(C)cc1)C(C)c1ccco1 (stereo not given) | 7 | 4 | -2 | 4 | 5 | 1 | 0 | 4 | 5
Cn1c(CNC(=O)CNC(=O)c2ccc(F)cc2)cc(=O)n(C)c1=O | -1 | -1 | -4 | 11 | 2 | 4 | 5 | 6 | 0
Cc1ccc(C)c(OCC(=O)Nc2ccc(S(=O)(=O)Nc3ncccn3)cc2)c1 | 2 | -3 | -4 | 8 | -8 | -2 | -4 | -3 | -4
CC(=O)Nc1ccc2c(c1)C(C)(C)C(C)N2C (stereo not given) | x | -54 | -63 | x | -122 | x | -94 | -89 | -56
C#Cc1ccc([C@@H]2C=C(C(=O)OCC=C)O[C@H](OCc3ccc(CO)cc3)C2)cc1 | -8 | -1 | 4 | -1 | 4 | -4 | -7 | -8 | 10
CCOc1cc(/C=N/NC(=O)CN2CCCCC2)ccc1OCc1cccc(Cl)c1 | 10 | -4 | 1 | -4 | 3 | 1 | -1 | -6 | 10
O=S(=O)(c1ccccc1)N1CCN(C/C=C/c2ccccc2)CC1 | -1 | 1 | 0 | 7 | 1 | 2 | 4 | -4 | 4
CCN1CCN(c2ccc(S(=O)(=O)N3CCOCC3)cc2NC(=O)C(C)Oc2ccc(Cl)cc2)CC1 (stereo not given) | 2 | 2 | 1 | 3 | 5 | 1 | 5 | -3 | 22
O=C(Cc1ccc(Cl)cc1)c1ccc(O)cc1 | 7 | 0 | 9 | 0 | 5 | 18 | 2 | 0 | -1
Cc1cc(C)cc(NC(=S)NCc2cccs2)c1 | 2 | 3 | -4 | -8 | 1 | 6 | -4 | -1 | -4
CC1CCN(c2ccc(NC(=O)Cc3ccccc3)cc2)CC1 | 9 | 4 | 2 | 3 | 7 | -11 | 1 | -7 | 9
CCOc1ccc(S(=O)(=O)NCc2ccccc2Cl)cc1C(N)=O | -2 | -5 | -4 | 2 | -3 | 5 | 8 | 3 | 0
O=C(CSc1nnc(-c2ccccc2)o1)Nn1cnnc1 | 3 | 0 | 2 | 0 | 2 | -2 | 2 | -1 | 3
CC1CCCCC1NC(=O)COC(=O)c1ccc2ncsc2c1 (stereo not given) | 11 | 5 | x | 84* | 5 | 7 | -1 | 5 | -3
CC(=O)Cn1c2ccccc2n2nc(CCC(=O)O)c(=O)nc12 | 13 | -1 | 9 | -4 | 4 | 3 | -7 | 1 | 4
CCOC(=O)CCc1c(C)nc2cc(-c3ccc(Cl)cc3)[nH]n2c1=O | 5 | -3 | -1 | -2 | 0 | 3 | -114 | -5 | 2
COc1cc2c(cc1C=O)OC(C)C2 (stereo not given) | -5 | -2 | 8 | 8 | 6 | 1 | 1 | 1 | -2

Next part
SMILES | PAFAH1B3 FP inh | LYPLA1 inh | GSTO1 counter | PAFAH2 FP inh | LYPLA2 inh | PAFAH1B2 inh | PME-1 primary | PAD4 FP inh | pPAFAH inh
O=C(CNC(=O)N1CC(=O)Nc2ccccc21)NCc1ccccc1 | 5 | 2 | -3 | 18 | 2 | -2 | -2 | -1 | 2
COCC(=O)N(CCc1ccc(OC)cc1)Cc1nc2ccccc2c(=O)[nH]1 | 7 | 3 | -7 | -7 | 2 | 3 | -3 | -5 | -9
C/C(=N\NS(C)(=O)=O)c1ccccc1 | 5 | 4 | -4 | -6 | 9 | 2 | -4 | 8 | 5
COc1ccc(/C=C2\SC(=N)N(c3nccs3)C2=O)cc1OC | 0 | -1 | 3 | 21 | 6 | 6 | -16 | -6 | 15
CN(Cc1ccccc1)C(=O)COC(=O)CCN1C(=O)C2CC=CCC2C1=O (stereo not given) | 4 | 1 | x | 9 | 4 | 0 | 1 | -6 | 7
O=C(CC(C(=O)O)P(=O)(c1ccccc1)c1ccccc1)c1ccc(Br)cc1 (stereo not given) | 2 | 0 | 4 | 12 | -1 | 0 | 2 | 2 | 4
CC(C)CNC(=O)CSc1nnc(-c2cccc(S(=O)(=O)N3CCCCC3)c2)o1 | -2 | 1 | -3 | -4 | 2 | 7 | 3 | -1 | 2
O=C(NCCN1C(=O)S/C(=C\c2ccc(Cl)cc2Cl)C1=O)C1=COCCO1 | -1 | 2 | 9 | 2 | 2 | -1 | 5 | 2 | 1
CN(Cc1nc(-c2cnccn2)no1)Cc1n[nH]c2c1CCCCC2 | 8 | 4 | -2 | -4 | 6 | 1 | -2 | -7 | 10
O=C(N=C1SC2CS(=O)(=O)CC2N1c1c(Cl)cccc1Cl)C1CC1 (stereo not given) | 1 | -1 | 7 | -3 | 0 | -1 | 0 | 1 | 0
CSc1ccc(/C=C(\C(=O)O)c2ccc(S(=O)(=O)N3CCCCC3)s2)cc1 | 1 | -2 | -6 | 10 | -3 | 10 | 3 | 3 | 8
O=C(O)CCC(=O)c1cccc2ccccc12 | -4 | -3 | -6 | -4 | 5 | 0 | 7 | -3 | 3
O=C(COc1ccc2ccc(=O)oc2c1)NCCCN1CCCC1=O | 8 | 5 | 4 | -2 | 1 | -5 | -4 | 7 | 3
COc1ccc(S(=O)(=O)N2CCOCC2)cc1NC(=O)COC(=O)c1[nH]c(C)c(C(C)=O)c1C | 0 | x | x | 5 | x | 4 | x | -5 | 0
COc1ccc(C(=O)COc2ccc(F)cc2)c(O)c1C | 4 | -2 | 8 | 4 | -1 | 7 | -6 | 6 | -8
Cc1ccc(-c2cc(C(=O)Nc3ccc(S(=O)(=O)Nc4nc(C)cc(C)n4)cc3)c3ccccc3n2)cc1 | 3 | -9 | -11 | -6 | -10 | 0 | -13 | 2 | -5
CCc1ccc(OCCCC(=O)Nc2ccc(N3CCCCC3)cc2)cc1 | -2 | -3 | 3 | 2 | 6 | -4 | 3 | -3 | 3
COc1cc(C(=O)NCCCCc2ccccc2)cc(OC)c1OC | 4 | -1 | 3 | -2 | 4 | 4 | 2 | -1 | 9
CCCCCCSc1ccc(-c2nc3cc(C)ccn3c2NC2CCCCC2)cc1 | 11 | x | x | 4 | x | 3 | x | -2 | 16
CC(=O)CSc1ncnc2sc3c(c12)CCCC3 | 4 | 0 | -11 | 6 | 2 | -3 | 2 | -6 | 3
O=C1CCCc2nc(N3CCN(C(c4ccccc4)c4ccccc4)CC3)ncc21 | 5 | -3 | 3 | 2 | -5 | 5 | -2 | 0 | -2
c1ccc(COc2ccccc2CNC2CCCC2)cc1 | 17 | -1 | 4 | 5 | -4 | 6 | -5 | 0 | -2
Cc1n[nH]c(C)c1S(=O)(=O)N1CCCC(C(=O)N2CCN(c3ccc(Cl)cc3)CC2)C1 (stereo not given) | 5 | 1 | 2 | -2 | 12 | 9 | -4 | -2 | 9
CCOc1ccccc1OCCCC(=O)Nc1cccc(-n2cnnn2)c1C | 10 | -1 | x | -1 | 8 | 6 | 3 | 2 | -3
CCC(Sc1ncnc2c1nnn2-c1ccc(F)cc1)C(=O)OC (stereo not given) | 3 | 1 | -14 | 2 | 1 | 4 | 0 | 0 | 1

Other structures.
SMILES | PAFAH1B3 FP inh | LYPLA1 inh | GSTO1 counter | PAFAH2 FP inh | LYPLA2 inh | PAFAH1B2 inh | PME-1 primary | PAD4 FP inh | pPAFAH inh
CCc1nn(C)c2c(=O)c(=O)c2n(C)[nH]1 | 10 | 2 | -10 | 5 | 6 | 9 | 1 | 12 | -3
Cc1cc(C(=O)O)ccc1-c1ccc(/C=C2\NC(=O)N(Cc3ccccc3Cl)C2=O)o1 | 12 | 0 | -2 | 33* | -9 | 3 | -4 | -6 | 5
O=C(Nc1nncs1)c1cccc(S(=O)(=O)N2CCc3ccccc32)c1 | 6 | -2 | -24 | 17 | -5 | 16 | 6 | 3 | 3
COC(=O)c1[nH]c2cc(OC)ccc2c1NC(=O)CN1CCC(C(N)=O)CC1 | 2 | 1 | 4 | -4 | 4 | 7 | 0 | -2 | 1
COc1ccc(C(=O)NCCNc2ccc([N+](=O)[O-])cn2)cc1 | 8 | -3 | -2 | -1 | 2 | 3 | 1 | -1 | 2
O=C(CCNC(=O)c1ccc([N+](=O)[O-])cc1)Nc1nccs1 | 4 | -2 | 1 | -7 | 1 | 2 | 0 | 4 | -2
C/C(=N\N=C1\NC(=O)C(CC(=O)Nc2ccccc2F)S1)C1CCCCC1 (stereo not given) | 10 | -1 | 8 | 6 | 2 | 8 | 2 | -2 | 4
COCCn1c(N)c(N(Cc2ccccc2)C(=O)Cc2c(Cl)cccc2Cl)c(=O)[nH]c1=O | -3 | -7 | 8 | 1 | -2 | -2 | 2 | 2 | -7
Cc1cc(C)c(/C=C(\C#N)C(N)=S)c(C)c1 | 5 | 3 | 17 | 4 | 5 | 2 | 2 | -2 | 10
CCc1ccc(-c2nnn(Cc3nc4ccccc4s3)n2)cc1 | -2 | 0 | -1 | -2 | 7 | 2 | -5 | -1 | 3
Cc1ccc(C(=O)N/C(=C/c2ccco2)C(=O)N2CCCCC2)cc1 | 6 | -3 | 7 | -7 | -2 | 2 | -7 | 2 | 2
COc1ccc(CN2CCn3ncc(C(=O)Nc4ccc(Cl)cc4Cl)c3C2=O)cc1 | 6 | 0 | 6 | -5 | 1 | 3 | -1 | 0 | 3
Cn1c(/C=N/c2nc3ccccc3[nH]2)nc2ccccc21 | -5 | 4 | 4 | 6 | 5 | 4 | 5 | 0 | 4
O=C(Nc1cccc(C(=O)O)c1)/C(=C\c1ccccc1Cl)NC(=O)c1ccco1 | 1 | -4 | 10 | -1 | -2 | 1 | 0 | 1 | 5
CC(C)(C)n1nnnc1C(c1ccc(C(F)(F)F)cc1)N(Cc1ccc(F)cc1)Cc1ccco1 (stereo not given) | 3 | -4 | -6 | 2 | -14 | 8 | 2 | -6 | 7

An excerpt, so the mix of outcomes need not match the whole.
